aDG glyco act: activators of alpha-DG glycosylation, primary screen, uHTS, Pro5-aDG cells, AlphaScreen; alpha-DG glycosylation AlphaScreen (IIH6); 0% Pro5, 100% B10-LARGE cell signal; activation, % at 10 µM; 0.22% of 360,000 active;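 active = activation of at least 8% versus controls, or a plate z-score of at least 8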;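 note: Pro5 are CHO cells carrying HIG-tagged alpha-DG that lacks glycosylation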
NOD2-RIPK2 inh: NOD2-RIPK2 binding disruptors in cells, primary screen, fluorescence, CHO cells, BLA complementation; CCF4 ratio; inhibition, % at 4.98 µM; 0.38% of 360,000 active; AID 624267, 2012; in the data active = inhibition above about 21%;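 note: 0% = vehicle only and 100% = reference blocker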
MC4R antag cAMP: MC4R antagonists of cAMP signaling, primary screen, cell-based, TR-FRET, antagonist arm of biased-ligand search | inhibition, % at 6.5 µM | 0.48% of 360,000 active | AID 540295, 2011 | Melanocortin receptor 4 (Homo sapiens), P32245 | MC4R-expressing cells, MTII-stimulated cAMP, LANCE TR-FRET;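 active = inhibition above its plate's cutoff, the mean of tested wells on that plate plus 3 SD, cut at about 29% in these data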;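 note: 0% = Melanotan II alone and 100% = Melanotan II plus saturating MCL0020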
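Assay system: U2OS-MC4R stable cell line; Also added: Melanotan II; Technique: Eu-cAMP/anti-cAMP TR-FRET, emission 671 nm; Times: 30-min compound, 1-h challenge, 1-h detection, room temperature.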
ABHD5-PLIN5 inh: ABHD5-PLIN5 interaction inhibitors, primary screen, cell lysate, split luciferase complementation, luminescence; Perilipin-5 (Homo sapiens) + 1-acylglycerol-3-phosphate O-acyltransferase ABHD5 (Homo …; Split G. princeps luciferase complementation, 4 h; inhibition, % at 4 µM; 0.78% of 360,000 active; AID 602281, 2012;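 active = inhibition above the mean inhibition across every tested compound plus 3 SD, cut at about 22% in these data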;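 note: 0% = DMSO only wells and the 100% control is not disclosed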
TLR9-MyD88 block: inhibitors of TLR9-MyD88 association in cells, primary screen, cell-based, CHO, BLA complementation, fluorescence. CCF4 FRET ratio. AID 504734, 2011. inhibition, % at 4.98 µM. 0.21% of 340,000 active;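 active = inhibition above the mean over all tested compounds plus 3 SD, cut at about 21% in these data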;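 note: 0% = DMSO only wells and 100% = clavulanate BLA inhibitor control wells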
Target sequence (Q99836 whole entry, looked up): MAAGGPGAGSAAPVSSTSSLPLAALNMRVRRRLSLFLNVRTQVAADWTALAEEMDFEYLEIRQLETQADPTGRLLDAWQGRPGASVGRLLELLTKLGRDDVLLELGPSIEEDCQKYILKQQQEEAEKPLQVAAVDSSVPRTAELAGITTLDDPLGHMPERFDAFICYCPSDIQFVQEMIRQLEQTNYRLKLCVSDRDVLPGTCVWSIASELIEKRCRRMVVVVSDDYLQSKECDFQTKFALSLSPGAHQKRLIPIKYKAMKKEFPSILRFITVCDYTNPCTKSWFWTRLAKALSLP
Target sequence (Q9NR96 whole entry, looked up): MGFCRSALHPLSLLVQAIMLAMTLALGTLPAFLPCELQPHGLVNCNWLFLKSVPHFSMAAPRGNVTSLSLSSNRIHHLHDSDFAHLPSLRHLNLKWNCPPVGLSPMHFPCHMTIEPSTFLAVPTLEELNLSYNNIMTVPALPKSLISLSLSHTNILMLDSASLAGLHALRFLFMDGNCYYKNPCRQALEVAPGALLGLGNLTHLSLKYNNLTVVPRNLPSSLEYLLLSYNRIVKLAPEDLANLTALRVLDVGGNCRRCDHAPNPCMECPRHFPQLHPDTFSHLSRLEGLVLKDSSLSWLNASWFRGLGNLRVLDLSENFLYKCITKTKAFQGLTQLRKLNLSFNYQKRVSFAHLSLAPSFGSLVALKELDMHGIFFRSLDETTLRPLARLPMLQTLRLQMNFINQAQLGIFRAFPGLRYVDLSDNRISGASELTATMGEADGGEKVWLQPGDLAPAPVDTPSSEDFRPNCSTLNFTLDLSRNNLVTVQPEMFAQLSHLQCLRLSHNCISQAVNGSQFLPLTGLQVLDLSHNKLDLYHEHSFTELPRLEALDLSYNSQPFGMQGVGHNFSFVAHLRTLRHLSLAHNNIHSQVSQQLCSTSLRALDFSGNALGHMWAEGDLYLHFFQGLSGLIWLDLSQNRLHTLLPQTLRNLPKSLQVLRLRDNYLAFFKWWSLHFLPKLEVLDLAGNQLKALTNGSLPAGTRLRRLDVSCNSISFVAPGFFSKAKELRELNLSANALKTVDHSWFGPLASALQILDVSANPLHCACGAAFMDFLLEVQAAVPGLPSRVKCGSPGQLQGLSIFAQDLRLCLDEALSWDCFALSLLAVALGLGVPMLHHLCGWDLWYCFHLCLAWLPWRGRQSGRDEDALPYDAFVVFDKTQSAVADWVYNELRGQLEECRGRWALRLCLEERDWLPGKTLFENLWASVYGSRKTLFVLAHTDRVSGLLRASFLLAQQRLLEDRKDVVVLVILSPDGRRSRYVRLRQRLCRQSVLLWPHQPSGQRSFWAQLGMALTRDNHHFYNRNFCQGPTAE
Vif inh: HIV Vif self-association inhibitors, primary screen, imaging, HEK293T, single point. HEK293T cells, Vif self-association by quenched fluorescence, 24 h. inhibition, % at 7.49 µM. 0.35% of 340,000 active. AID 602346, 2012; in the data active = inhibition above about 50%, passing the limit was not always enough; inconclusive = no clear call, values can overlap the other calls; inactive = below about 31%; note: some results filed as inactive read as strong as hits
MC4R ag barr: MC4R agonists recruiting beta-arrestin, primary screen, cell-based, luminescence, agonist arm of biased-ligand search; Melanocortin receptor 4 (Homo sapiens), P32245; U2OS MC4R beta-arrestin complementation; percent of melanotan II response, DMSO zero; activation, % at 8.9 µM; 0.98% of 360,000 active; AID 540308, 2011;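 active = activation above a per-plate cutoff, the mean activation of sample wells on that plate plus 3 SD, cut at about 8% in these data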
Granule exo inh: LAMP-1 surface exposure blockers, TALL-104 cells – cell-based, flow cytometry, MLPCN library, primary screen; TALL-104 LAMP-1 surface exposure; cells stimulated with thapsigargin and PMA; inhibition, % at 10 µM; 0.66% of 360,000 active;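 active = inhibition above about 55%, limit read from the data; inconclusive = no clear call, values can overlap the other calls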
Glyco luc inh: increase of ERlucT glycosylation luciferase signal, primary screen, N-linked glycosylation inhibitor project, D54 ERlucT cells, luminescence, set 2; AID 588692, 2011; D54 ERlucT glycosylation luciferase reporter, 24 h; percent of 100 nM tunicamycin response; 0.23% of 360,000 active; reporter increase, % at 12.5 µM;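 active = mean luciferase reporter signal, scaled so untreated is 0 and the glycosylation-blocking control 100, at or above a set limit in every replicate; inconclusive = mean reaches the limit but not every replicate does; inactive = mean below the limit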;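 note: luciferase carries N-glycosylation sites so blocking glycosylation raises the light; 0% = median of neutral control wells and 100% = median of 100 nM tunicamycin wells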
ABCB6 inh MLPCN: ABCB6 transporter inhibitors, primary screen, K562-ABCB6 cells, flow cytometry, MLPCN library; ATP-binding cassette sub-family B member 6 (Homo sapiens), Q9NP58; K562-ABCB6 porphyrin accumulation, 1 h; hits give low values; fluorescence ratio to DMSO, % at 10 µM; 0.19% of 360,000 active;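 active = fluorescence ratio to DMSO below 75%, the collection mean minus 3 SD; inconclusive = too few cells collected in the well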;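 note: signal is porphyrin accumulated inside mitochondria; 100% equals median channel fluorescence of DMSO control wells; lower ratio means ABCB6 inhibition with less porphyrin fluorescence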
Numbers without * were called inactive; ? = inconclusive; . = no result given. These rows are one share of the data; count on the stated rates, not on these rows.

aDG glyco act,NOD2-RIPK2 inh,MC4R antag cAMP,ABHD5-PLIN5 inh,TLR9-MyD88 block,Vif inh,MC4R ag barr,Granule exo inh,Glyco luc inh,ABCB6 inh MLPCN,SMILES
0.0,-13,9,1,10,-21,-0.4,17,0,102,O=Cc1cc(N=Nc2ccc(S(=O)(=O)O)cc2)ccc1O
-0.1,0,3,2,9,3,-0.4,0,1,100,O=C1CC(c2ccco2)CC(O)=C1C=NCCN1CCNCC1 (stereo not given)
-0.2,9,8,-9,.,-4,1.8,-4,3,101,COc1ccc(C(C)=O)cc1CN1C(=O)C(C)ON=C1c1cccc(C(F)(F)F)c1 (stereo not given)
-0.2,-2,5,-1,0,-5,-2.4,4,2,101,CCn1c(CCC(N)=O)nnc1SCC(=O)Nc1cccc(S(=O)(=O)N2CCCC2)c1
0.0,-4,0,1,0,6,0.9,1,-1,90,O=C(NC(=S)NCc1ccccc1)c1ccccc1[N+](=O)[O-]
0.1,-5,4,-1,-8,-2,-1.7,1,3,94,O=C(NCCCc1ccccc1)c1cc(COc2ccc(F)cc2Cl)on1
-0.1,-5,0,0,-12,-10,-0.3,-2,2,96,CC(C)n1c(Nn2cnnc2)nc2ccccc21
-0.4,-6,3,5,-21,-8,-1.4,25,1,92,CC(=O)c1cccc(NC(=O)c2ccc(N(Cc3ccc(C)cc3)S(C)(=O)=O)cc2)c1
0.1,-8,16,3,-2,2,-2.6,-2,123*,95,Nc1c(N(Cc2ccccc2)C(=O)COc2ccc([N+](=O)[O-])cc2)c(=O)[nH]c(=O)n1Cc1ccccc1
0.0,2,5,8,4,18,-0.5,-1,0,95,CCOc1ccccc1NC(=O)N1CCC(c2nc3ccc(C)cc3[nH]2)CC1
-0.3,-11,-11,-2,-3,1,3.6,0,-15,97,Cc1ccc(C(C#N)=Cc2ccc3c(c2)OCO3)cc1
0.0,-7,3,2,-2,4,-0.7,1,0,113,C1CCN(c2c3c(nc4nnnn24)CCCC3)CC1
-0.1,0,-1,9,-4,-20,-0.9,-7,2,104,COc1cccc(Nc2nc(NCCO)c3ccccc3n2)c1
2.3,-18,-10,0,-7,6,-3.6,5,8,97,O=C(O)CCCn1c(O)c(C=C2N=c3ccccc3=N2)sc1=S
-0.4,17,36*,30*,-11,-7,7.6,-1,7,103,COc1ccc2c(C#CCCO)c(-c3ccc(S(C)(=O)=O)cc3)sc2c1
-0.3,-11,3,6,3,9,-1.0,8,1,94,Cc1cc(C)c(NC(=O)COC(=O)C2CCCO2)c(C)c1 (stereo not given)
-0.2,-5,6,4,3,-1,-1.3,-4,1,91,COC(=O)c1ccc(NC(=O)C2CCCN2S(=O)(=O)c2ccc(F)cc2)cc1 (stereo not given)
1.2,-4,-9,-6,-5,1,0.5,0,-2,99,COc1cc(/C=C2\N=C3CCCCCN3C2=O)ccc1O
-0.5,3,-3,4,13,0,2.6,1,1,92,COc1ccc(N2CCN(c3cnc4ccccc4n3)CC2)cc1
-0.4,1,6,3,-3,8,-1.1,6,-1,100,O=C(NNS(=O)(=O)c1ccccc1)C1CC(c2cccnc2)=NO1 (stereo not given)
0.1,-14,-7,-1,10,4,-1.8,1,3,95,C=CCNC(=S)Nc1ccc(Cl)cc1
0.0,-4,4,-5,5,-5,-1.1,-5,1,101,CCCCn1ccnc1C
0.3,-7,11,2,3,-1,-1.4,5,0,93,Cc1ccsc1C(=O)Nc1ccc(S(=O)(=O)N2CCOCC2)cc1
0.1,1,3,-5,13,-1,-1.4,-1,1,98,CSc1nc(-c2ccco2)nn1C(=O)c1ccco1

Structures above shown as hits in MC4R antag cAMP.
aDG glyco act,NOD2-RIPK2 inh,MC4R antag cAMP,ABHD5-PLIN5 inh,TLR9-MyD88 block,Vif inh,MC4R ag barr,Granule exo inh,Glyco luc inh,ABCB6 inh MLPCN,SMILES
-0.4,17,36*,30*,-11,-7,7.6,-1,7,103,COc1ccc2c(C#CCCO)c(-c3ccc(S(C)(=O)=O)cc3)sc2c1

(next part)
aDG glyco act,NOD2-RIPK2 inh,MC4R antag cAMP,ABHD5-PLIN5 inh,TLR9-MyD88 block,Vif inh,MC4R ag barr,Granule exo inh,Glyco luc inh,ABCB6 inh MLPCN,SMILES
0.3,-2,4,0,3,83*,-1.0,0,1,105,Cc1ccc(Nc2nc(N)nc(CSc3nnc(-c4ccncc4)o3)n2)cc1
0.0,-3,2,5,1,-5,-0.2,1,1,101,C#CCOCCOCCOCCNc1nc(N2CCN(C(=O)[C@H]([C@@H](C)CC)n3cc(CCCCN)nn3)CC2)nc(N2CCN(C(=O)[C@H](CCCCN)n3cc(CCCC)nn3)CC2)n1
-0.4,-4,5,-3,1,.,-1.5,3,-3,100,Cc1ccc(S(=O)(=O)N2[C@@H](c3cccc(Cl)c3)C(C(=O)O)=CC[C@H]2c2ccc3c(c2)OCO3)cc1
-0.1,6,1,-18,12,6,-0.4,-1,5,97,S=C(Nc1ccc2cn[nH]c2c1)Nc1ccccc1Cl
-0.2,-12,11,1,-7,-5,2.3,3,1,98,O=C(NC1CCCCC1)c1sc(=S)n2c1[nH]c(=O)c1ccccc12
0.1,4,3,3,-3,.,-3.1,-1,-2,91,CC(=O)Nc1cccc(NC(=O)CSc2nccn2Cc2ccc(F)cc2)c1
-0.3,2,5,-5,1,14,-1.5,0,1,106,COc1ccc(COCC(O)CN2CCC(C(N)=O)CC2)cc1OC (stereo not given)
0.1,9,-2,5,-2,?,-0.5,-4,-2,97,CC(C)(O)C#Cc1ccc(C(=O)N2CCCC(CCC(=O)NCc3ccccc3F)C2)cc1 (stereo not given)
0.2,0,0,-4,1,-3,8.2*,-3,-3,96,Cc1ccc(Cn2c(=O)c3ccccc3n3nc(C)cc23)cc1
-0.3,-1,2,0,5,-14,7.9,-2,0,103,CC(=O)Nc1ccc(S(=O)(=O)N2CCc3c(Cl)cccc3C2)cc1
-0.1,3,-2,-6,2,-5,-1.4,-1,1,96,COc1cc2cc(C(C)(C)O)oc(=O)c2cc1OC
0.0,-8,.,-10,.,.,.,-2,.,.,Cc1cccc(N2CCN(C(C(=O)NCc3ccccc3)c3ccc(C(F)(F)F)cc3)CC2)c1C (stereo not given)
0.0,-1,4,0,8,-7,3.6,-2,2,102,CCOC(=O)c1nn(-c2ccccc2)c2nc(Nc3ccccc3)cc(=O)n12
0.0,11,2,4,-7,-9,4.2,-3,-2,95,Brc1cc(Cc2nnc(-c3ccccc3)o2)c(Br)s1
0.3,1,5,0,-7,3,0.6,-5,6,88,CSCCC1NC(=O)N(C(C)C(=O)Nc2cc(Cl)cc(Cl)c2)C1=O (stereo not given)
-0.1,-1,5,1,5,-9,-0.7,0,4,85,COCCn1cnc2c(c1=O)c1nc3ccccc3nc1n2/N=C/c1ccco1
-0.3,-6,14,0,-2,.,-1.0,-9,1,101,COc1ccccc1CN1CC(C(=O)NCCCCc2ccccn2)CCC1=O (stereo not given)
-0.1,-1,11,-5,-2,1,-0.6,-6,1,99,CC(=O)Nc1ccc(NC(=O)CCc2nc3sc4c(c3c(=O)[nH]2)CCCC4)cc1
-0.3,-8,2,8,-15,-7,1.8,13,-12,95,Oc1c(CN2CCCCC2)ccc2cccnc12
0.0,-1,-2,4,-3,-2,-1.8,4,2,90,COc1ccc(CCC(C)NC(=O)CCc2ccccc2)c(OC)c1 (stereo not given)
-0.3,-7,-5,-2,1,2,-0.8,-2,3,98,COC(=O)C1=C(C)NC(C)=C(C(=O)OC)C1c1cc2cc(C)ccc2[nH]c1=O
-0.2,5,17,-1,-12,.,1.2,-1,-1,97,O=C1NC(Cc2ccccc2)c2nc3cc(Cl)ccc3c(=O)n2-c2ncccc21 (stereo not given)
0.1,-2,-1,-8,1,-5,-1.6,2,1,96,NC(=S)NNC(=O)[C@@H]1CCCC[C@@H]1C(=O)O
0.1,-3,2,-2,5,-3,-0.6,-2,-5,101,Cc1cccc(CSc2nc3c(cc2C#N)CCC3)c1
0.0,-14,7,7,-2,1,4.2,0,1,98,CCc1nnc(NC(=O)c2cc(-c3ccccn3)nc3ccc(Br)cc23)s1
-0.5,-6,-1,-1,-3,-4,1.2,-1,3,106,CN(/C=C/C(=O)C(F)(F)F)Cc1ccccc1
-0.8,-2,3,0,6,-38,6.9,1,-9,76,COc1ccc2c(c1)C(=NNC(=O)c1ccccn1)c1cc(OC)ccc1-2
-0.1,-1,2,0,-2,-1,-3.2,-3,1,97,COc1ccc(OC)c(C2C(C#N)=C(N)Oc3cc(C)n(Cc4ccccn4)c(=O)c32)c1 (stereo not given)
-0.1,2,2,-4,4,18,-1.1,0,-5,105,CCN(CC)C(=O)CSc1nc2ccccc2c(=O)n1OC
0.0,-10,8,4,-2,-28,-0.4,-6,5,98,CSCCC(C(=O)O)N1C(=O)c2ccc(C(=O)O)cc2C1=O (stereo not given)
0.6,-1,-2,16,-5,-8,17*,48,-14,96,Cc1c(CCOC(=O)C23CC4(C)CC(C)(CC(C)(C4)C2)C3)sc[n+]1CC(=O)c1ccccc1
-0.4,-5,14,-2,-1,1,-2.4,-1,2,98,CC(C)CC(NC(N)=O)C(=O)Nc1cccc([N+](=O)[O-])c1 (stereo not given)
0.1,-2,16,-22,-4,0,4.4,10,-3,103,CC(C)(C)c1ccc(NC(=O)COC(=O)c2ccc(NS(=O)(=O)c3ccc(F)c(F)c3)cc2)cc1
0.2,-2,4,-11,-11,-2,-4.1,-5,-2,97,COc1cccc(NS(=O)(=O)c2cc3c4c(c2)CCC(=O)N4CCC3)c1
-0.3,2,12,-3,-2,1,0.3,-3,0,104,CN(C)c1ccc(NC(=O)CN2CCN(CC(=O)Nc3ccc(F)cc3)CC2)cc1
-0.2,-3,-3,3,-9,4,-0.3,3,1,103,CCOc1ccc(C(=O)NC(C(=O)N2CCC2)C(C)C)cc1 (stereo not given)
0.1,4,9,-20,-2,-5,1.8,-4,-4,95,Clc1ccc(C(c2ccccc2)N2CCN(c3ccccn3)CC2)cc1 (stereo not given)
-0.1,0,4,9,5,-3,-0.1,-7,2,96,O=C1Nc2ccc(S(=O)(=O)N(CCO)CCO)c3cccc1c23
-0.1,5,25,8,0,-6,1.7,-1,-3,94,Cc1nc(N2CCN(C(=O)c3cccs3)CC2)c2c3c(sc2n1)CCCC3
0.5,-11,6,2,5,3,-1.2,-6,-4,91,COc1ccccc1[C@@H]1C(c2cccc(C)c2)=NN(c2ccccc2)[C@H]1C(=O)N1CCOC1=O
